Bioassay records as filed in PubChem BioAssay.
TbHK1 inh: blocks Trypanosoma brucei hexokinase 1 activity; recombinant TbHK1, G6PDH-coupled NADH A340; inhibition, % at 10 µM; 220,000 compounds, 0.11% hits; AID 1430;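 active = inhibition of 50% or more in the single-dose primary screen; inactive = inhibition below 50%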
m-calpain inh: calpain II (pig) inhibition; purified calpain II, fluorogenic peptide substrate, 30 min; inhibition, % at 16 µM; 220,000 compounds, 0.37% hits; AID 1236;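 active = inhibition above about 50%, limit read from the data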
zfTRPN1 agonist: zebrafish TRPN1 (NompC) channel agonism | AID 1424 | HEK293 zebrafish TRPN1-YFP, Fluo-8 calcium fluorescence; 100% = response to 87 µM carbachol | activation, % at 3 µM | 220,000 compounds, 0.18% hits;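 active = activation above its plate's cutoff, the mean activation of test wells on that plate plus 3 SD, cut at about 19% in these data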;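 note: 0% = DMSO alone and 100% = 87 µM carbachol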
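Assay system: Zebrafish TRPN1-YFP in HEK293 cells | Incubation: Dye loading 1 h at 37 °C, then 30 min room temperature | Measured by: Kinetic Fluo-8 fluorescence, ex 470-495, em 515-575 nm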
KCC2 mod: modulators of human KCC2 chloride dependent transport. Q9H2X9. KCC2 cells, thallium flux FluoZin-2 fluorescence. B-score of Tl+ flux slope (higher = more flux/activation; lower = inhibition) at 10 µM. 190,000 compounds, 2.2% hits. AID 1456;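 active = thallium flux slope and its plate-corrected score both differing from the plate sample mean at a set confidence after two filtering rounds, in either direction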;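 note: slope of fluorescence scaled to starting intensity during 10 to 20 s after thallium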
EBV gp42 block: inhibitors of Epstein-Barr virus glycoprotein 42 | Q1HVG2 | Fluorescence polarization binding assay, mP read-out | inhibition, % (tested at 21.74 µM) | 220,000 compounds, 0.42% hits | AID 1085; in the data active = inhibition above about 50%
Target sequence (Q1HVG2 whole entry, looked up): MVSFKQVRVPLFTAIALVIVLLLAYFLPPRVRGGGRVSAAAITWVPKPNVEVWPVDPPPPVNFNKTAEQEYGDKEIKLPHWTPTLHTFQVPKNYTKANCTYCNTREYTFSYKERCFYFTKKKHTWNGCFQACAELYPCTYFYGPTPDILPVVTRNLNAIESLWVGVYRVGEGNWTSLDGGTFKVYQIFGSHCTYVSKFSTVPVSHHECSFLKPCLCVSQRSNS
thrombin 1536: inhibitors of human thrombin. P00734. alpha-thrombin, Boc-VPR-AMC fluorogenic substrate cleavage. inhibition, % at 5 µM. 220,000 compounds, 0.26% hits. AID 1046;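 active = inhibition at or above 40%; inactive = inhibition below 40%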;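 note: 0% = enzyme with no compound and 100% = wells without enzyme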
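Assay system: human alpha-thrombin enzyme. Reagent: Boc-VPR-AMC substrate, 15 µM final. Compound dosing: one concentration per compound, 5 µM, with 0.2% DMSO. Incubation: room-temperature reaction. Technique: AMC fluorescence, 355/460 nm. Measure: % inhibition relative to enzyme controls and enzyme-free blanks.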
TRPML3 ag: activates the human TRPML3 channel; Q8TDD5; 220,000 compounds, 0.29% hits; activation, % at 3 µM; HEK293 TRPML3-YFP, Fluo-8 calcium fluorescence; 100% = the carbachol control signal;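 active = activation above its plate's cutoff, the mean activation of the plate's test wells plus 3 SD, cut at about 12% in these data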;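 note: 0% = DMSO only wells and 100% = carbachol wells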
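Material: TRPML3-YFP stable HEK293 cells | Dosing: One concentration, 3 µM nominal, 0.3% DMSO | Timing: 125 s total fluorescence read per well | Technique: Fluo-8 calcium dye fluorescence, ex 470-495, em 515-575 nm | Measure: Percent activation from peak-to-basal fluorescence ratio, scaled between DMSO and carbachol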
Furin inh: inhibitors of human furin; purified furin, fluorogenic substrate cleavage; 220,000 compounds, 0.061% hits; P09958; inhibition, % at 30 µM; in the data active = inhibition above about 25%; note: inactives centre near -15
Target sequence (P09958 108-714 limits assumed): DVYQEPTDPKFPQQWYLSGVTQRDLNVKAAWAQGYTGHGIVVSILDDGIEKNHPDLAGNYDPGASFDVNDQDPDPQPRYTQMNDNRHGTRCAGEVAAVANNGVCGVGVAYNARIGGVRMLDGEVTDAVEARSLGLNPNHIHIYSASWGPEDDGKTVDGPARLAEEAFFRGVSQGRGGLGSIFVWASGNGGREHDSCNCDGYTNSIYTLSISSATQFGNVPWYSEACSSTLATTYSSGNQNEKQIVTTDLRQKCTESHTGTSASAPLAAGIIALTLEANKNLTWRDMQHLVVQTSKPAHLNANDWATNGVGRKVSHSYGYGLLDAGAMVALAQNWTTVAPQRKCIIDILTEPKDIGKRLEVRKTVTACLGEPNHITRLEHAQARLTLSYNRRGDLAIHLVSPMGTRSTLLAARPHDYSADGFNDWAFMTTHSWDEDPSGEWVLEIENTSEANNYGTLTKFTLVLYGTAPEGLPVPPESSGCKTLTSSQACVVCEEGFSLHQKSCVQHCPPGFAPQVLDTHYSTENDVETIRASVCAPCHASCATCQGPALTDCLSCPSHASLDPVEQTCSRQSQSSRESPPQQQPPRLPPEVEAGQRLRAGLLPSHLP
PPC-1+TRAIL kill: compounds killing PPC-1 cancer cells with TRAIL present (potentiator screen, no TRAIL-free arm) | 220,000 compounds, 0.41% hits | PPC-1 cells + TRAIL, ATPLite viability luminescence | cell killing (% activity), % at 4 µM;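 active = cell killing above 50% in the first pass at 4 µM, then a duplicate retest at 5 µM averaging 50% or more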;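 note: plate controls were cells with TRAIL plus DMSO for no effect and medium-only wells lacking cells for full effect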
Active calls of the source: *; / = not tested or not shown; [ ] = dose if it differs, or a comment.

smiles	TRPML3 ag	m-calpain inh	thrombin 1536	Furin inh	PPC-1+TRAIL kill	EBV gp42 block	zfTRPN1 agonist	KCC2 mod	TbHK1 inh
CCOc1ccc(Cc2c(Cl)nc(N)nc2Cl)cc1	-0.8	-90	-4	-5[20 µM]	7	-9	0.5	/	-4
NC(=O)Nc1ccc(C(=O)OCC(=O)Nc2ccc([N+](=O)[O-])cc2C(F)(F)F)cc1	0.5	-9	-14	-7	16	-27	-2.4	-0.0081	30
O=C(c1ccccn1)N1CCN(S(=O)(=O)c2ccc3ccccc3c2)CC1	1.9	6	5	-24	13	7	1.2	0.39	-2
CSc1nnc(-c2sc(-c3ccccc3)nc2C)n1C	0.9	-288	-3	-16[20 µM]	23	-31	0.8	-1.8	0
CC(C)Sc1nc(SCC(=O)NCc2ccco2)c2c3c(sc2n1)COC(C)(C)C3	-1.2	-23	32	-22	12	-15	-0.4	-0.77	-2
N#C/C(=C\C=C\c1ccccc1[N+](=O)[O-])c1nc(-c2ccc3c(c2)OCO3)cs1	0.7	-27	-6	-5[20 µM]	30	-14	1.6	/	-7
Cc1ccc(SCCN2CCN(C)CCC2=O)cc1	/	13	0	-18	3	-20	/	-0.6	-10
CCOc1cccc2c1OC(c1cc(OC)c(OC)c(OC)c1)N1N=C(c3ccc(C)o3)CC21 (centres undefined)	0.3	11	-4	-8	13	-50	-0.5	-0.36	-4
O=C(Nc1cccc(S(=O)(=O)N2CCCCC2)c1)c1cnccn1	0.4	0	2	-19	16	-15	0.7	-0.021	-1
CCOc1ccc(C(C)=O)cc1COc1ccc(-n2cnnn2)cc1	0.7	-26	-6	-21	-10	-27	0.7	-0.0093	-2
CC(=O)N1CCN(c2ccccc2NC(=O)COc2ccc(Cl)cc2Cl)CC1	4.0	-13	3	-13[20 µM]	7[5 µM]	-12	6.3	-1.7	-1
COc1cc(/C=C/C(=O)OCC(=O)Nc2ccc3c(c2)OCCO3)ccc1OCC#N	0.8	-61	-13	-13	12	-18	-0.4	0.25	31
CC(=O)NC1(c2ccccc2)CCN(c2cc(C)nc(-c3ccccc3)n2)CC1	0.6	-37	-4	-24	20	-13	2.3	-0.91	-7
CCN(CC)S(=O)(=O)c1cc(C(=O)OCC(=O)Nc2cccc(C)c2C)ccc1F	-0.3	11	-6	-10	-1	5	0.1	-1.7	-2
O=C1C2CC=CCC2C(=O)N1CNc1ccccc1 (centres undefined)	0.9	-1	5	-11[20 µM]	27	-30	-1.1	-0.55	-3
Oc1cccc2c(NC(=S)Nc3ccc(SC(F)F)cc3)cccc12	0.9	-11	-11	-20	26	6	-0.2	0.43	4
CN(NC(=O)c1ccc(Cl)cc1)c1ncc(C(F)(F)F)cc1Cl	1.7	-19	-2	-7	-3	-7	1.3	-0.87	-11
CC(=O)N(CCP(=O)(c1ccccc1)c1ccccc1)Cc1ccco1	0.0	22	2	-25	25	1	-1.1	1.3	5
CC(C)=NNc1nc(-c2ccccc2)cs1	1.0	15	-7	-14	17	8	-0.5	-1.2	-4
Cc1cccc(NS(=O)(=O)c2cnc[nH]2)c1	0.5	-1	2	-19	18	-1	1.4	-0.015	-8

(further entries)
smiles	TRPML3 ag	m-calpain inh	thrombin 1536	Furin inh	PPC-1+TRAIL kill	EBV gp42 block	zfTRPN1 agonist	KCC2 mod	TbHK1 inh
O=C1c2ccccc2C(=O)N1CCCOCc1c[nH]c(=O)[nH]c1=O	1.0	-16	-2	-18	-4	-20	3.0	1.4	1
CS(=O)(=O)Nc1ccc(C(=O)NCCc2ccccc2)cc1	0.5	-25	-2	-17[20 µM]	7	-2	-0.1	/	2
CCn1cc(C(=O)NCCCN2CCN(C)CC2)c(=O)c2cc(S(=O)(=O)N3CCc4ccccc4C3)ccc21	-0.1	-8	-11	-31	25	-17	-0.7	0.35	-10
Cc1onc(-c2ccccc2Cl)c1C(=O)Nc1ncn[nH]1	0.2	14	-5	-3	1	-11	-0.5	-0.27	17
COC(=O)c1cccnc1-n1c(=O)c2cccnc2n(Cc2cccc(C(F)(F)F)c2)c1=O	0.7	-34	-13	-15	-37	-4	-0.9	0.49	-6
S=C1N(c2ccccc2)C(c2ccccc2)N2CCCN12 (centres undefined)	-0.2	-12	2	-16[20 µM]	-12	-30	-1.2	0.28	4
COC(=O)C1CCN(C(=O)Cc2ccccc2OC)CC1	0.0	12	-3	-5	22	-1	0.5	-1.4	10
COCC(=O)n1nc(-c2ccc(Cl)cc2)nc1NCc1ccc(F)cc1	-0.5	-26	51*	-12[20 µM]	26	-14	-2.9	1.1	2
Cn1c(SCC(=O)NCc2ccc(F)cc2)nc2c([nH]c3ccccc32)c1=O	0.1	-23	-2	-12	19	-7	0.9	-0.48	-5
Cc1ccc(S(=O)(=O)N(CC(=O)N/N=C/c2ccco2)c2cc(Cl)cc(Cl)c2)cc1	0.0	-43	-1	-34	-4	-15	0.5	-0.19	18
O=C(Nc1ccc([N+](=O)[O-])cc1)/C(=C/c1cccc([N+](=O)[O-])c1)NC(=O)C1CCCCC1	-0.3	36	3	-1[20 µM]	-4	-3	-0.1	0.2	-2
CSCCC(NC(N)=O)C(=O)NCC1CCCCC1 (centres undefined)	0.5	-21	-9	-6	-12	-7	0.3	/	-3
O=C1NC2=C(C(=O)OC2)C(c2ccc(OC(F)(F)F)cc2)N1 (centres undefined)	-0.1	-25	0	-18	29	0	2.9	-0.054	-11
COc1ccccc1NC(=S)NCCc1ccc(F)cc1	0.0	-4	-5	-23	2	-2	-0.3	-1.7	2
CNC(=O)Cc1csc2ccc(C)cc12	-0.4	3	-3	-15	-7	-11	1.3	1	-6
COc1cc(OC)c(C2=NOC(C(=O)Nc3c(C)nn(CC(=O)N4CCCC4)c3C)C2)cc1Cl (centres undefined)	1.3	-13	4	-25[20 µM]	10	6	-0.8	0.96	1
O=C(Cn1c(NCCO)nc2ccccc21)NCCc1ccccc1	-0.3	4	-1	-3	27	-13	-1.3	/	1
Cc1cc(C)n2nc(SCc3cc(=O)oc4cc(C)c(C)cc34)nc2n1	0.3	-69	-9	-9[20 µM]	42	6	-0.7	/	-15
CCC(c1nnc(SCC(=O)Nc2cc(Cl)ccc2C#N)n1C1CCCCC1)N(C)C (centres undefined)	0.3	8	-9	1	21	-20	-2.0	-0.45	14
CCN(CC)Cc1cc(NC2=NS(=O)(=O)c3ccccc32)ccc1OC(=O)C(C)C	-0.3	-17	8	-17[20 µM]	-4	-11	1.5	0.03	-13

Reprinted at random: 6 compounds from above.
smiles	TRPML3 ag	m-calpain inh	thrombin 1536	Furin inh	PPC-1+TRAIL kill	EBV gp42 block	zfTRPN1 agonist	KCC2 mod	TbHK1 inh
O=C(Nc1cccc(S(=O)(=O)N2CCCCC2)c1)c1cnccn1	0.4	0	2	-19	16	-15	0.7	-0.021	-1
CS(=O)(=O)Nc1ccc(C(=O)NCCc2ccccc2)cc1	0.5	-25	-2	-17[20 µM]	7	-2	-0.1	/	2
CCOc1ccc(C(C)=O)cc1COc1ccc(-n2cnnn2)cc1	0.7	-26	-6	-21	-10	-27	0.7	-0.0093	-2
CCC(c1nnc(SCC(=O)Nc2cc(Cl)ccc2C#N)n1C1CCCCC1)N(C)C (centres undefined)	0.3	8	-9	1	21	-20	-2.0	-0.45	14
CCOc1ccc(Cc2c(Cl)nc(N)nc2Cl)cc1	-0.8	-90	-4	-5[20 µM]	7	-9	0.5	/	-4
Oc1cccc2c(NC(=S)Nc3ccc(SC(F)F)cc3)cccc12	0.9	-11	-11	-20	26	6	-0.2	0.43	4

A section from further up, for reference:
smiles	TRPML3 ag	m-calpain inh	thrombin 1536	Furin inh	PPC-1+TRAIL kill	EBV gp42 block	zfTRPN1 agonist	KCC2 mod	TbHK1 inh
O=C1c2ccccc2C(=O)N1CCCOCc1c[nH]c(=O)[nH]c1=O	1.0	-16	-2	-18	-4	-20	3.0	1.4	1
CS(=O)(=O)Nc1ccc(C(=O)NCCc2ccccc2)cc1	0.5	-25	-2	-17[20 µM]	7	-2	-0.1	/	2

Continued.
smiles	TRPML3 ag	m-calpain inh	thrombin 1536	Furin inh	PPC-1+TRAIL kill	EBV gp42 block	zfTRPN1 agonist	KCC2 mod	TbHK1 inh
O=C1CCC(Cc2ccccc2)N1 (centres undefined)	0.5	22	-4	-23	-10	-3	-0.2	-0.079	-3
CN(CC(=O)Nc1cccc2ccccc12)C(=O)/C=C/c1cccs1	0.1	16	-2	-30	19	-17	-0.9	-0.04	-20
CC(C)C(O)(CC#CCN1CCCC1)c1ccccc1 (centres undefined)	1.7	0	5	-23	16	7	0.9	0.69	4
COc1ccccc1NC(=S)N(Cc1ccc(C)cc1)Cc1ccccn1	0.7	0	4	-17	4	-7	-1.1	0.0078	-6
COc1cc(C2NC(=O)NC(C)=C2C(C)=O)ccc1O (centres undefined)	0.4	9	-3	-18	11	-15	0.7	0.14	-14
CC(C)CN(C(=O)CSc1nnc2ccccn12)c1c(N)n(CC(C)C)c(=O)[nH]c1=O	-0.6	-63	-4	-21[20 µM]	11	-1	-0.2	-0.046	-9
COc1cc2c(C(=O)NCCCN3CCN(c4cccc(Cl)c4)CC3)cn(C)c(=O)c2cc1OC	0.2	-131	-3	-19[20 µM]	14	-12	-1.0	-0.94	-13
COc1ccc(C=Nc2cccc3ncccc23)cc1	-0.1	11	0	-8	0	-8	2.4	-0.56	-7
COc1cccc(OC)c1OCCCOc1cccc2cccnc12	0.1	-5	-6	-29	24	-5	-0.3	-0.3	-4
Clc1ccc2nc(CSc3nnc4ccccn34)cn2c1	0.0	-8	-5	-3[20 µM]	21	7	0.2	0.095	-5
Cc1cc(CNC(=O)COc2ccc(F)cc2F)c2ccccc2n1	3.0	-7	7	-21	13	-24	4.4	-0.25	-2
N#Cc1cc2c(nc1SCc1ccccc1)CCCCC2	-0.2	-11	4	-34[20 µM]	-2	-53	-0.8	0.29	6
Cc1onc(-c2ccccc2)c1C(=O)NCc1ccco1	0.2	-1	0	-23	9	-13	0.0	/	1
